# Assay outcomes as filed in PubChem.
# RGS4 pot = RGS4 potentiation or activation. B-score at 10 µM. 310,000 compounds, 0.92% hits. HEK293 M3R/inducible RGS4, carbachol calcium flux Fluo4; active compounds read low;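 active = B-score of the integrated calcium signal more than 4 SD below the library mean, with starting fluorescence not abnormally high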;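 note: negative B-score means reduced calcium response which marks RGS4 activation or potentiation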
#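 test system = HEK293 cells with stable M3R and inducible RGS4 | schedule = recording 10 s baseline at 1 Hz, 100 s post-agonist | technique = Fluo4-AM (2 µM) calcium-flux fluorescence, kinetic read | measure = Agonist-evoked peak-minus-minimum fluorescence over baseline, integrated ratio, B score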
# ANO1 activ = activates or potentiates the mouse TMEM16A chloride channel | Q8BHY3 | HEK293 TMEM16A/YFP-H148Q/I152L, iodide quench fluorescence; active compounds read low | B-score at 10 µM | 340,000 compounds, 0.3% hits | AID 623877;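 active = fluorescence-ratio B-score plate-corrected deviation score at least 3 library SD below zero, with starting fluorescence score within 5 deviations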;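 note: channel opened by trigger with iodide after compound preincubation; score built on the fluorescence ratio of max minus min over baseline; more negative score means more quench and so TMEM16A activation or potentiation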
# Target sequence (Q8BHY3 whole entry, looked up): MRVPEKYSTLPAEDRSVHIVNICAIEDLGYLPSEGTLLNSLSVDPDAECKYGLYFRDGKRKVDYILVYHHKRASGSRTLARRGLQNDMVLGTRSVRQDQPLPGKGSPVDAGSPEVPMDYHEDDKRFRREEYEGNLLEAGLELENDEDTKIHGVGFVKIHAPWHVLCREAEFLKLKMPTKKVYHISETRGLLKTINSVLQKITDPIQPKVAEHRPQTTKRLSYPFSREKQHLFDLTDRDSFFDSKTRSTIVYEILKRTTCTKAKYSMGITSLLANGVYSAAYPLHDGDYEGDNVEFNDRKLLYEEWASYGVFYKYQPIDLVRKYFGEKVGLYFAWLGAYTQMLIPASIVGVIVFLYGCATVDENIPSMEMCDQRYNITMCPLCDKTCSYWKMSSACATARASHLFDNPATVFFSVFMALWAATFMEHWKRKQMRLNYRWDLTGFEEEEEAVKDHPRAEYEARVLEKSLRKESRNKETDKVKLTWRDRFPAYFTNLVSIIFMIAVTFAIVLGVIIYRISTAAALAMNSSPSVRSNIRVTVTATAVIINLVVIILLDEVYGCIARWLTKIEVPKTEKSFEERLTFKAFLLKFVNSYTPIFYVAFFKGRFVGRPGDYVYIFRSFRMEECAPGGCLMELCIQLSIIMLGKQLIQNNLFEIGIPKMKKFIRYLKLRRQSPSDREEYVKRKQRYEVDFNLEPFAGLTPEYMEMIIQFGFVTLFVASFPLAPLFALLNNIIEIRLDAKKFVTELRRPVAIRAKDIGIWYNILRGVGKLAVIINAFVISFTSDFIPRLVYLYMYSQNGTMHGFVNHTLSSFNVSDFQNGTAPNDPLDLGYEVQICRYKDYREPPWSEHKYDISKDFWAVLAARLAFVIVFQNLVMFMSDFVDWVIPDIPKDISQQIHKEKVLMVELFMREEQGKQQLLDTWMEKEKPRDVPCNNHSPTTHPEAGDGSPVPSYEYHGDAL
# ANO1 block = blocks the mouse calcium-activated chloride channel TMEM16A. Q8BHY3. HEK293 TMEM16A/YFP iodide influx fluorescence, ionomycin. normalized B-score (activity score, 25-100; higher = stronger inhibition) at 10 µM. 310,000 compounds, 1.2% hits. AID 588511;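 active = ratio plate-corrected score three or more library SD toward inhibition, starting fluorescence score within five deviations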;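 note: score derived from kinetic fluorescence span divided by baseline fluorescence per well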
# HDAC3 inh = blocks human histone deacetylase 3; O15379; recombinant HDAC3, fluorogenic peptide/trypsin coupled, fluorescence; inhibition, % at 8.3 µM; 320,000 compounds, 0.15% hits; AID 2718; in the data active = inhibition above about 26%, passing the limit was not always enough; inconclusive = no clear call, values can overlap the other calls
# RGS4 inh = inhibitors of human RGS4 | P49798 | B-score at 10 µM | 310,000 compounds, 0.45% hits | AID 463165 | HEK293 M3R/RGS4 inducible, Fluo-4 calcium flux; active compounds read high; triggered by carbachol at its EC20;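 active = B-score, a plate-corrected calcium signal, over three deviations above library mean, with baseline fluorescence within five deviations of library mean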;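 note: RGS4 expression induced by doxycycline in cells with stable M3 receptor; B-score is computed from the integrated fluorescence ratio over baseline after carbachol; higher B-score means a larger calcium signal and so more RGS4 inhibition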
# TRPC6 act = activates the mouse TRPC6 cation channel; Q61143; 310,000 compounds, 0.13% hits; HEK293-TRPC6 membrane potential dye fluorescence; active compounds read high; B-score at 10 µM;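 active = B-score of the integrated fluorescence ratio above library mean plus 3 SD, and starting fluorescence ratio within library mean plus 5 SD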;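 note: higher score means more depolarization so channel activation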
# MrgX1 ag = agonists of human MrgX1 receptor; MrgX1-HEK293 cells, Fluo-4 calcium fluorescence, agonist mode; active compounds read high; B-score at 10 µM; 310,000 compounds, 0.44% hits;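 active = calcium response B-score plate-corrected fluorescence ratio at least 3 library SD, with starting fluorescence B-score inside 5 SD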
#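 System – MrgX1-expressing HEK293 cells · Incubation – cells plated overnight, dye loaded 0.5 h 37 °C, 0.5 h room temperature · Technique – kinetic Fluo-4 NW fluorescence of intracellular calcium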
# TRPC6 inhibitor = blocks the mouse TRPC6 cation channel; Q61143; HEK293-TRPC6, membrane potential dye, ACh-evoked depolarization; active compounds read low; B-score at 10 µM; 310,000 compounds, 1.1% hits;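 active = B-score under library mean minus 3 SD, initial fluorescence not abnormally high, positive integrated signal ratio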;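 note: B-score derived from integrated fluorescence ratio over the kinetic read; more negative B-score means stronger inhibition of depolarization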
# SKKanGAS inh = blocks kanamycin growth of S. pyogenes SKKanGAS strain; BacTiter-Glo, 6 h; 300,000 compounds, 1.3% hits; AID 1662; inhibition, % at 7.5 µM;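 active = mean replicate score, as percent of positive control median, at least 50; inconclusive = mean below 50 but one replicate at or above 50; inactive = mean and every replicate below 50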;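 note: strain carries kanamycin resistance gene driven by streptokinase promoter and grows in 40 µg/ml kanamycin; loss of luminescence reflects streptokinase promoter inhibition or plain growth inhibition; 0% = median of DMSO wells and 100% = positive control at its reference dose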
# MrgX1 allo act = allosterically activates human MrgX1 receptor signaling; Q96LB2; MrgX1-HEK293, Fluo-4 calcium flux, FDSS; active compounds read high; B-score at 10 µM; 310,000 compounds, 0.63% hits;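 active = plate-corrected calcium response at least 3 library SD above typical, normal starting fluorescence, not activating the receptor alone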;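 note: compound read alongside a low EC10 to EC30 dose of BAM8-22 agonist; peak minus trough fluorescence over baseline measured at the second addition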
# MrgX1 antagonist = human MrgX1 receptor antagonism, primary screen; Q96LB2; MRGX1-HEK293 calcium flux, Fluo-4, BAM8-22 antagonism; active compounds read low; B-score at 10 µM; 310,000 compounds, 1.3% hits; AID 588676;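 active = calcium-response B-score plate-corrected more than 3 library SD below zero, starting fluorescence within 5 deviations, no agonist response on first addition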;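 note: peak minus trough fluorescence over baseline after final BAM8-22 challenge near maximal dose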
# * marks the source's active call; other numbers are inactive results; i = inactive; ? = inconclusive; nt = not tested or not shown.
SMILES,RGS4 pot,ANO1 activ,ANO1 block,HDAC3 inh,RGS4 inh,TRPC6 act,MrgX1 ag,TRPC6 inhibitor,SKKanGAS inh,MrgX1 allo act,MrgX1 antagonist
Cc1nc([N+](=O)[O-])cn1Cc1cccc2ccccc12,i,i,i,4.3,i,i,i,i,-1.8,i,i
CCOc1ccc(N2CC(C(=O)NCCc3c[nH]c4ccc(C)cc34)CC2=O)cc1 (stereo not drawn),i,i,i,4.9,i,i,i,i,3.8,i,i
CCOC(=O)C1CCN(C/C=C/c2ccccc2[N+](=O)[O-])CC1,i,i,i,-5.4,i,i,i,i,7.3,i,i
Cc1cc(C)c2oc(C(=O)N(Cc3ccccc3)c3ccccn3)cc(=O)c2c1,i,i,i,-2.3,i,i,i,i,-0.7,i,i
NC(=O)c1cc(-c2ccccc2)sc1NC(=O)CN1CCCCC1,i,i,i,1.5,i,i,i,i,2.3,i,i
COc1ccc(NC(=O)/C=C/C(=O)O)c([N+](=O)[O-])c1,i,i,i,11.1,i,i,i,i,-4.5,13.5*,i
CCOC(=O)c1sc(-c2ccccc2)cc1NC(=O)CSc1nnnn1C,i,i,i,-0.2,i,i,i,i,16.9,i,i
CC(=O)Nc1cccc(Cn2cccn2)c1,i,nt,nt,nt,i,i,nt,i,15.8,nt,nt
O=C(c1nc2n(n1)C(c1ccc(Cl)cc1)C=C(c1ccccc1)N2)N1CCOCC1 (stereo not drawn),i,i,i,-1.2,i,i,i,i,-0.6,i,i
Cc1cc(C)c(S(=O)(=O)c2ccccc2C)c(N(C)C)n1,i,i,i,-3.1,i,i,i,i,0.9,i,i
O=C(O)CCCC(=O)NCCc1ccncc1,i,i,i,-4.7,i,i,i,i,2.3,i,i
COc1ccc(NC(=O)CN(C)C(=O)Cc2ccc(S(=O)(=O)N3CCOCC3)s2)cc1,i,i,i,2.1,i,i,i,i,5.0,i,i
Clc1ccccc1CN1CCN(c2ncccn2)CC1,i,i,i,0.4,i,i,i,i,16.6,i,i
Cc1nnc(N2CCCC(C(=O)NCc3ccccc3F)C2)c2nn(-c3ccccc3)c(C)c12 (stereo not drawn),i,i,i,3.3,i,i,i,i,4.4,i,i
O=C(CN(Cc1ccco1)C(=O)CNS(=O)(=O)c1ccc(F)cc1)NCCc1ccccc1,i,i,i,-3.9,i,i,i,-5.29*,nt,i,i
O=C(Nc1ccccn1)c1ccc(C(=O)Nc2ccccn2)cc1,i,i,i,4.7,i,i,i,i,2.9,i,i
Cc1ccc(Cl)cc1NC(=O)C1CCCCC1C(=O)O (stereo not drawn),i,i,i,2.3,i,i,i,i,0.7,i,i
O=C(CCN1CCN(S(=O)(=O)c2ccc(F)cc2)CC1)Nc1ccccc1F,i,i,i,-13.9,i,i,i,i,-3.3,i,i
COc1cccc(CNC(=O)N2CCN(S(=O)(=O)c3ccc(C)cc3)CC2)c1,i,i,i,-5.0,i,i,i,i,3.0,i,i
COc1ccc(C(NC(C)=O)c2ccc3cccnc3c2O)c(OC)c1 (stereo not drawn),i,i,i,5.3,i,i,i,i,11.7,i,i

# The final 2 entries of the part above open the next one:
SMILES,RGS4 pot,ANO1 activ,ANO1 block,HDAC3 inh,RGS4 inh,TRPC6 act,MrgX1 ag,TRPC6 inhibitor,SKKanGAS inh,MrgX1 allo act,MrgX1 antagonist
COc1cccc(CNC(=O)N2CCN(S(=O)(=O)c3ccc(C)cc3)CC2)c1,i,i,i,-5.0,i,i,i,i,3.0,i,i
COc1ccc(C(NC(C)=O)c2ccc3cccnc3c2O)c(OC)c1 (stereo not drawn),i,i,i,5.3,i,i,i,i,11.7,i,i
Cc1cc(C)c(S(=O)(=O)Nc2ccccc2C(=O)OCC(=O)NCc2ccccc2)c(C)c1,i,i,i,-2.5,i,i,i,i,12.9,i,i
Cc1ccc2nc(-c3cccnc3)cc(C(=O)Nc3ccccc3[N+](=O)[O-])c2c1,i,i,i,2.3,i,i,i,i,0.1,i,i
CC1Cc2nc(SCC(=O)Nc3ccc(F)cc3)n(C)c(=O)c2S1 (stereo not drawn),i,i,i,4.1,i,i,i,i,-4.1,i,i
CCn1c(CNC(=O)C2CCCCC2)cc2ccccc21,i,i,i,-2.4,i,i,i,i,-4.7,i,i
CCCCOC(=O)Cc1c(O)c2ccccc2[nH]c1=O,i,i,i,0.7,i,i,i,i,-0.4,i,i
CCC(CC)COC(=O)C(C#N)c1nc2ccccc2nc1N1CCN(CC)CC1 (stereo not drawn),i,i,i,15.3,i,i,i,-9.79*,8.3,i,i
Cc1ccccc1NC(=O)OCCN1CCN(Cc2ccccc2)CCC1=O,i,i,i,6.3,i,i,i,i,-3.4,i,i
O=C(O)/C=C/C(=O)Nc1ccc(-n2ccc(C(F)(F)F)n2)cc1,i,i,i,-0.9,i,i,i,i,2.3,i,i
COC(=O)c1ccc(C2C(C(=O)c3cc4ccccc4o3)=C(O)C(=O)N2CCCN(C)C)cc1 (stereo not drawn),i,i,i,5.2,i,i,i,i,-5.1,i,i
Cc1cc(NC(=O)COC(=O)c2cccc(S(=O)(=O)N3CCOCC3)c2)no1,i,i,i,-6.8,i,i,i,i,-9.8,i,i

# Three entries already listed, sorted by molar mass, falling.
SMILES,RGS4 pot,ANO1 activ,ANO1 block,HDAC3 inh,RGS4 inh,TRPC6 act,MrgX1 ag,TRPC6 inhibitor,SKKanGAS inh,MrgX1 allo act,MrgX1 antagonist
Cc1nnc(N2CCCC(C(=O)NCc3ccccc3F)C2)c2nn(-c3ccccc3)c(C)c12 (stereo not drawn),i,i,i,3.3,i,i,i,i,4.4,i,i
CCOc1ccc(N2CC(C(=O)NCCc3c[nH]c4ccc(C)cc34)CC2=O)cc1 (stereo not drawn),i,i,i,4.9,i,i,i,i,3.8,i,i
CCOC(=O)C1CCN(C/C=C/c2ccccc2[N+](=O)[O-])CC1,i,i,i,-5.4,i,i,i,i,7.3,i,i

# Next section
SMILES,RGS4 pot,ANO1 activ,ANO1 block,HDAC3 inh,RGS4 inh,TRPC6 act,MrgX1 ag,TRPC6 inhibitor,SKKanGAS inh,MrgX1 allo act,MrgX1 antagonist
O=C(COC(=O)C1CC2C=CC1C2)Nc1ccccc1F (stereo not drawn),i,i,i,2.6,i,i,i,i,5.3,i,i
S=C(NCc1cccnc1)Nc1cccc2ccccc12,i,i,i,-5.1,i,i,i,i,-13.1,i,i
Cc1nc(SCC(=O)O)c(C#N)c2c1CCCC2,i,i,i,5.4,i,i,i,i,-5.8,i,i
O=C(c1cccs1)N(CC1CCCO1)c1nc(-c2ccccc2)cs1 (stereo not drawn),i,i,i,9.6,i,i,i,i,4.9,i,i
O=C(NCC1CCCO1)c1cccc(C(=O)NCC2CCCO2)c1 (stereo not drawn),i,i,i,3.8,i,i,i,i,-1.7,i,i
COc1cccc(Nc2nc(N)c([N+](=O)[O-])c(NCc3ccccc3)n2)c1,i,i,i,-1.0,i,i,i,i,12.3,i,i
O=C(O)c1ccc(NC(CSCc2ccc(F)cc2)C(=O)O)c([N+](=O)[O-])c1 (stereo not drawn),i,i,i,5.0,i,i,i,i,3.0,i,i
O=C1C=CC(=O)N1c1ccc(N2CCCCC2)cc1,i,i,i,-5.2,i,i,i,i,nt,i,i
O=C(NC(=S)NNC(=O)c1cc2ccccc2cc1O)c1ccco1,i,i,i,?,i,i,i,i,98.0*,i,i
O=[N+]([O-])c1ccc(NNC(=S)Nc2ccc(F)cc2)cc1,i,i,100*,5.0,i,i,i,i,6.0,i,i
Cc1ccc(Cl)c2c1=NC(=O)C=2c1[nH]c(=S)[nH]c1O,i,i,i,4.0,i,i,i,i,-10.6,i,i
COc1ccccc1NCCC(=O)OCC(=O)Nc1ccc(Cl)cn1,i,i,i,10.4,i,i,i,i,-1.7,i,i
COc1ccc(/C=C2\Oc3cc(OCC(=O)N4CCC[C@H]4C(=O)O)ccc3C2=O)cc1OC,i,i,i,11.0,i,i,i,i,0.4,i,i
CCCc1c(O)c2ccccc2[nH]c1=O,i,i,i,-21.3,i,i,i,i,-1.0,i,i
CCSC1=C(C#N)C2(CCCC2)C(C#N)=C(N)N1,i,nt,i,-2.3,i,i,i,i,19.1,i,i
O=C(c1ccc(Cn2cnnn2)cc1)N1CCCC(Nc2ccc(F)c(F)c2)C1 (stereo not drawn),i,i,i,-1.6,i,i,i,i,-2.2,i,i
O=C(Oc1ccc(Oc2ccccc2)cc1)N1CCC(O)CC1,i,i,i,-0.5,i,i,i,i,1.6,i,i
Cc1ccccc1/C=C/c1nc2ccccc2c(=O)n1CCc1ccccc1,i,i,i,-5.6,i,i,i,i,1.4,i,i
Cn1c2ccccc2n2c(=O)c(=O)n(CC(=O)N3CCCc4ccccc43)nc12,i,nt,i,-0.3,i,i,i,i,-12.3,i,i
CN(C(=O)CSc1nc(N)c2c3c(sc2n1)CSC(C)(C)C3)c1ccccc1,i,i,i,-12.0,i,i,i,i,11.6,i,i
CC(=O)N1CCOc2cc(S(=O)(=O)NC(C)c3ccccc3)c(Cl)cc21 (stereo not drawn),i,i,i,0.2,i,i,i,i,-4.3,i,i
COc1ccc(-c2nc3c(c(=O)[nH]c(=O)n3Cc3ccccc3)n2CCO)cc1,i,i,i,-2.1,i,i,i,i,-5.2,i,i
COc1ccccc1-c1cc(C(=O)O)c2c(=O)n(C)c(=O)n(Cc3ccccc3)c2n1,i,i,i,-10.1,i,i,i,i,5.1,i,i
CC(N=Cc1c(O)c2ccccc2oc1=O)C(=O)O (stereo not drawn),i,i,i,-16.0,i,i,i,i,-3.6,i,i
CC(C)c1ccc(NCCC(=O)c2ccc(Br)cc2)cc1,i,i,i,0.9,i,i,i,i,-7.3,i,i
O=c1c2c(nc3c(-c4cccc5ccccc45)c[nH]n13)CCC2,i,i,i,1.7,i,i,i,i,16.1,i,i
Cc1ccc(/C=C2\C(=O)NC(=O)N2C)o1,i,i,i,0.2,i,i,i,i,-1.5,i,i
C=CCNc1ncnc2c1cnn2-c1ccc(C)cc1C,i,i,i,-0.4,i,i,i,i,0.1,i,i
Cc1onc(-c2ccccc2Cl)c1C(=O)Nc1ccc(OCC(=O)N2CCOCC2)cc1,i,i,i,0.2,i,i,i,i,-2.7,i,i
CCOCCCNC(=O)c1c[nH]c2ccc(S(=O)(=O)Nc3cccc(OC)c3)cc2c1=O,i,i,i,-2.8,i,i,i,i,-0.8,i,i

# Not a hit list (roughly 6.7% active in at least one column).
